# Source: PubChem
# phage Ecoli inh: growth loss of phage-infected E. coli, primary screen, RecBCD inhibitor project, absorbance, with phage, HTS | inhibition, % at 11.9 µM | 0.26% of 360,000 active; in the data active = inhibition above about 11%
# PKA-R1A activ: activators of PKA-R1A holoenzyme, primary screen, biochemical, fluorescence polarization, Cy5-IP20, bovine R1A, mouse PKAc; activation, % at 11.4 µM; AID 504707, 2011; 0.083% of 340,000 active; PKA-R1A dissociation; scaled: DMSO 0%, 113 µM cGMP 100%;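 active = percent activation above the mean of all tested compounds plus 3 SD, cut at about 19% in these data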;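 note: higher means more PKAc released from R1A so a rise in polarization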
# PfHsp90 yeast 2: growth inhibition of PfHsp90-expressing yeast, primary screen, antimalarial PfHsp90 inhibitor project, S. cerevisiae, BacTiter-Glo luminescence, single point, set 2 | BacTiter-Glo ATP, 48 h; yeast lacking PDR1 and PDR3 efflux regulators | 0.32% of 310,000 active | AID 504621, 2011 | inhibition, % at 9.4 µM;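 active = every replicate shows inhibition above about 80%, whatever the replicate mean, limit read from the data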;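 note: 0% = DMSO neutral controls and 100% = 20 µM radicicol positive controls; yeast relying on Plasmodium falciparum Hsp90 in place of its own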
# Ecoli viability: E. coli V3065 growth inhibition, primary screen, counter-screen for AddAB inhibitor project, absorbance, OD600; AID 449728, 2010; inhibition, % at 11.9 µM; 18 h; 0.27% of 330,000 active;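 active = inhibition above the campaign's mean inhibition across all tested compounds plus 3 SD, cut at about 9.9% in these data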;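 note: uninfected addAB+ strain grown without phage in ampicillin broth; 0% = DMSO wells and 100% = ciprofloxacin 0.95 µg/ml wells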
# Arr AP2 block: inhibitors of beta-arrestin/AP2 binding, primary screen, biochemical, GPCR trafficking, flow cytometry | beta-arrestin 1 C-terminal peptide binding to AP2 beta2-adaptin appendage (human) | FITC-arrestin peptide / GST-AP2 beads; AP2 beta2 appendage carries R879A mutation | inhibition, % at 10 µM | 0.31% of 340,000 active;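 active = inhibition above a set limit, near 3 SD of compounds lacking own fluorescence, cut at about 54% in these data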;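 note: plate controls were DMSO wells for no effect and 5 µM unlabelled arrestin peptide for full effect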
#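 System: GST-AP2 R879A glutathione beads. Medium: PBS with 0.05% Tween 20 and 0.1% BSA. Also added: FITC-arrestin peptide, 50 nM. Incubation: 12 min plus 1 h, RT. Measured by: high-throughput flow cytometry of beads, ex 488, em 535 nm. Evaluation: percent drop in bead-associated FITC signal.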
# MOR-DOR ag: agonists of OPRM1-OPRD1 heterodimerization, primary screen, cell-based, luminescence; Mu-type opioid receptor (Homo sapiens) + Delta-type opioid receptor (Homo sapiens), …; cells; activation, % at 9.3 µM; 0.3% of 340,000 active; AID 504326, 2011; in the data active = activation above about 18%;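 note: 0% = vehicle-treated cells and 100% = reference agonist; values of inactives mirror those of a sister screen read the other way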
# Tat export inh: E. coli Tat export inhibitors, primary screen, MC4100, TorA-mCherry reporter, fluorescence, single point | inhibition, % at 10 µM | 0.036% of 340,000 active | AID 488895, 2010;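 active = mean replicate inhibition at least 50% and at least half of replicates individually reaching 50%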;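 note: exported cargo escapes ClpAP degradation while cytoplasmic cargo is degraded and loses fluorescence; 0% = median of neutral control wells and 100% = median of NaSCN control wells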
# Mot1-301 SUMO: yeast Mot1-301 growth rescue at high temperature, primary screen, SUMOylation pathway inhibitor project, S. cerevisiae, ATP luminescence, 38.5C; growth rescue, % at 18.8 µM; AID 2716, 2010; S. cerevisiae Mot1-301 growth rescue; percent above DMSO median, 100 means doubled; 1% of 320,000 active;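 active = every valid replicate shows activation above 250% relative to neutral control wells; inactive = the rest, any valid replicate at or below 250%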;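 note: OY570 slx delta 5 strain wells were the positive control but not used for scaling; some compounds called inactive have numbers as strong as hits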
# AddAB inh: growth inhibition of E. coli expressing H. pylori AddAB, primary screen, AddAB inhibitor project, absorbance; inhibition, % at 11.9 µM; 0.29% of 330,000 active; in the data active = inhibition above about 12%;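 note: 0% = vehicle wells of infected cells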
# Pemphigus Ab inh: inhibitors of pemphigus antibody binding to DSG3, primary screen, biochemical, bead-based, flow cytometry, scFv-GFP; AID 588358, 2011; binding (percent of control), % at 10 µM; DSG3-coupled beads, scFv-anti-DSG3-GFP binding; hits give low values; Desmoglein-3 (Homo sapiens), P32926; 0.48% of 310,000 active;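 active = binding more than 3 SD below its plate's average and above zero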;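 note: hits lower antibody fragment binding to DSG3; some compounds called inactive have numbers as strong as hits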
# Target sequence (P32926 whole entry, looked up, the tested form may be a part): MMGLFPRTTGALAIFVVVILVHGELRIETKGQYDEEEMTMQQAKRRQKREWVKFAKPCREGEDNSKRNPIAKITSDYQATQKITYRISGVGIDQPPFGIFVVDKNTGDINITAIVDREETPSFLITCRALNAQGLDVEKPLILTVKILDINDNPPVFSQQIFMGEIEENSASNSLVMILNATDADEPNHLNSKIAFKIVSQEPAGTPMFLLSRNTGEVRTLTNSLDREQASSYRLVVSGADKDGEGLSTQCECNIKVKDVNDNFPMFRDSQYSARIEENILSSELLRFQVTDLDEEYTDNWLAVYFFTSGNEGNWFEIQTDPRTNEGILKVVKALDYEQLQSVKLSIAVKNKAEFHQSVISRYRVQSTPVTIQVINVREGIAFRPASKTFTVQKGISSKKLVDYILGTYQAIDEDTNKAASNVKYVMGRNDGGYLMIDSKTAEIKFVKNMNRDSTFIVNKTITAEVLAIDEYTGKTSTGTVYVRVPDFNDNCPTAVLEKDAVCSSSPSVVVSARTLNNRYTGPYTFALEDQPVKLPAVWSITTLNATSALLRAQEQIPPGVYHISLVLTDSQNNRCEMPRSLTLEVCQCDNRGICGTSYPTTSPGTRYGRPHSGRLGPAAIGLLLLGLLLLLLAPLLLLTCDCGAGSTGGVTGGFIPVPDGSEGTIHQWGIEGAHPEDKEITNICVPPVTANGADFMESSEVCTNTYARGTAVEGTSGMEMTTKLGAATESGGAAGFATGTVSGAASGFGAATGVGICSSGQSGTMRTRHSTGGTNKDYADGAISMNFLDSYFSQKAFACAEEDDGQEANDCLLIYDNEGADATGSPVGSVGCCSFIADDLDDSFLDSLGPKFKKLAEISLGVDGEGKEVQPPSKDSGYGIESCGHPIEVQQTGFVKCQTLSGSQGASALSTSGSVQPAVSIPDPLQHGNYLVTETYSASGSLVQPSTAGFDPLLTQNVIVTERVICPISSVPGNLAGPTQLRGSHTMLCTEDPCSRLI
# OPRM1-OPRD1 inv: inverse agonists of MOR-DOR heterodimerization, primary screen, cell-based, luminescence; Mu-type opioid receptor (Homo sapiens) + Delta-type opioid receptor (Homo sapiens), …; cell-based MOR-DOR heterodimer luminescence, inverse agonism; inhibition, % at 9.3 µM; 0.21% of 340,000 active; in the data active = inhibition above about 22%, passing the limit was not always enough;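 note: 0% = cells with DMSO and 100% = wells without cells with DMSO; values of inactives mirror those of a sister screen read the other way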
# An asterisk follows results filed as active; . = no result given.
SMILES,phage Ecoli inh,PKA-R1A activ,PfHsp90 yeast 2,Ecoli viability,Arr AP2 block,MOR-DOR ag,Tat export inh,Mot1-301 SUMO,AddAB inh,Pemphigus Ab inh,OPRM1-OPRD1 inv
CSc1ccc(C2C3(C#N)C(N)=NC4(OCCO4)C23C#N)cc1 (stereo unspecified),5.0,4,0,1.3,3,-0.3,-5,113,2.1,121,2
O=CN1CCN(S(=O)(=O)c2ccc(S(=O)(=O)NC3CCCCC3)cc2)CC1,1.1,4,12,0.7,49,0.1,2,32,3.2,106,0
COc1cccc(NC(=O)c2ccc(CN3CCc4ccccc4C3)cc2)c1,2.7,0,2,1.7,8,-0.1,7,-10,3.7,91,0
COc1ccc(CNC(=O)CN(Cc2ccc(F)cc2)C(=O)c2csnn2)cc1,1.3,-3,-12,0.3,-25,-1.2,-5,-23,0.8,98,7
Cc1ccc(Cn2ncc3c(NCCCN4CCOCC4)ncnc32)cc1,1.6,1,-1,0.7,-6,-1.6,-5,17,3.7,102,9
Cc1nnc(NC(=O)CSCc2c(C)noc2C)s1,2.4,-5,.,0.7,12,-1.5,0,72,1.6,106,8
COc1cccc(C2=NO[C@@H]3C(=O)N(c4ccc5c(c4)OCCO5)C(=O)[C@H]23)c1OC,1.4,-1,-40,-0.6,-6,1.8,-3,11,0.0,95,-9
Cc1cc(C(=O)NNc2ccccc2F)no1,0.3,-1,11,2.3,8,-3.9,5,69,6.9,108,20
O=C(NN1C(=O)/C(=C\c2cccnc2)SC1=S)C(c1ccccc1)c1ccccc1,4.6,1,-1,1.4,13,-0.4,-8,-15,1.0,98,2
CS(=O)(=O)Nc1cccc(C(=O)CC2(O)C(=O)Nc3ccccc32)c1 (stereo unspecified),3.8,7,.,-0.3,7,-2.8,-5,17,-0.6,.,17
CCN1C(=O)/C(=C/C=C2/Sc3ccc4ccccc4c3N2CCO)SC1=S,3.8,0,11,-1.9,4,-0.1,-14,-14,0.9,107,0
CN(C)c1ccc(C2Nc3ccccc3C(=O)N2CCCN2CCOCC2)cc1 (stereo unspecified),-0.6,-6,25,-4.0,11,-2.0,1,-15,-2.1,110,11
Cc1ccccc1-c1nc(CS(=O)(=O)CC(=O)NCCCN2C(C)CCCC2C)c(C)o1 (stereo unspecified),2.6,5,-9,-1.5,12,0.4,-8,-1,2.0,113,-2
Cc1ccc(C(=O)CNc2ccc(Cl)cc2)cc1,1.9,-7,1,2.1,11,-5.3,4,.,0.2,111,27
Cc1ccccc1OCc1nc2ccccc2c(=O)n1NC(=O)c1ccco1,1.2,-3,-5,-2.3,15,-0.9,2,10,1.9,108,4
O=C(/C=C/c1ccc(Cl)cc1)NC1CCS(=O)(=O)C1 (stereo unspecified),5.0,-5,13,3.4,50,-0.2,-2,-17,3.9,69,1
CC1CC1C(=O)N(C)CC(=O)Nc1ccccc1Br (stereo unspecified),6.9,-9,.,-1.5,8,-2.7,1,-2,0.3,102,10
Nc1c(NCCN2CCOCC2)c2ccccc2oc1=O,1.2,-12,8,2.5,-7,-2.4,-9,6,2.4,102,14
Cc1ccc(OCC(=O)NNC(=O)c2ccc(NC(=O)C3CC3)cc2)c(C)c1,0.4,-10,-29,0.7,-15,-3.2,-15,-3,0.3,103,13
CCCCn1c(Cc2ccccc2)nnc1SCC(=O)N1CCOCC1,4.0,-3,.,0.4,0,-1.7,-2,10,-0.3,96,10
CCOC(=O)CC1C(=O)NCCN1C(=O)c1c(Cl)cccc1Cl (stereo unspecified),1.1,5,1,-1.2,-9,-0.8,-2,-3,1.3,93,4
COc1ccccc1/C=C1\SC(=S)N(CCC(=O)NNC(=O)c2ccccc2OC)C1=O,0.1,-5,-9,-0.2,23,1.0,7,-7,5.2,.,-8
O=C(Cn1c(C(F)(F)F)nc2ccccc21)OCC(=O)c1c[nH]c2ccccc12,5.7,-8,7,0.3,39,0.6,5,-12,4.9,115,-3
CC(Sc1nnc(-c2ccco2)n1C)C(=O)N1C(C)CCCC1C (stereo unspecified),-1.0,-5,-11,-0.3,-1,-2.7,-4,-9,3.2,.,14
CCOC(=O)c1ccc(NC(=S)Nc2cccc(C)n2)cc1,2.6,-12,0,-0.3,-2,1.5,-9,5,1.5,115,-8
O=C(O)C1=C[C@@H](c2ccc(C(F)(F)F)cc2)C[C@@H](OCCCCO)O1,3.5,-6,.,-0.5,-3,-3.7,-10,-16,4.5,100,20
c1ccc(-c2noc(CCC3CCCC3)n2)cc1,-0.1,5,-31,1.6,-9,-1.2,-3,-6,-0.7,.,6
O=C(CN1CCOCC1)Nc1ncc(Cc2cccc(Cl)c2Cl)s1,2.5,0,-1,-5.6,-1,0.4,7,8,-1.1,108,-3
COc1cccc(N=C(N)N=C(N)N)c1,1.1,5,-7,0.5,-12,0.3,-5,-23,5.3,.,-2
CCNC(=O)N1c2ccc(OC)cc2C(C)=CC1(C)C,2.9,3,.,4.1,15,-0.6,18,-30,3.0,91,3
O=C(NC1CCCC1)C(c1ccco1)N(C(=O)c1csnn1)c1ccccc1 (stereo unspecified),0.5,3,-32,-0.8,-6,-1.3,0,121,1.7,103,7
CSc1ccc(/C=N/NC(=O)CN2CCN(Cc3ccccc3)CC2)cc1,4.2,-1,-13,-0.8,-28,-1.2,-13,6,1.1,93,6
O=C(NCc1cccnc1)c1cccc(S(=O)(=O)N2CCCCC2)c1,1.7,5,-22,-0.3,-1,-1.7,-3,-7,1.4,87,10
COc1cccc(NC(=S)N(CCCN2CCCC(C)C2)Cc2cccs2)c1 (stereo unspecified),3.5,-6,-24,-0.4,-6,0.8,6,7,4.6,97,-4
COc1ccc(CCc2ccnc3ccccc23)cc1,4.1,-3,6,.,-4,2.5,-6,.,.,96,-13
CCn1nc(C)c(CN2CCC(C(=O)Nc3cccc(-c4cccc(Cl)c4)c3)CC2)c1C,2.2,2,13,-3.5,-30,2.9,8,7,-0.3,108,-15
Cc1cnc(C(=O)NC2CC(C)(C)Cc3c2cnn3-c2ccccc2)cn1 (stereo unspecified),2.8,0,-34,-0.3,-3,-1.8,0,11,-0.3,106,9
CCN1CCCC1CNC(=O)CS(=O)(=O)Cc1nc(-c2ccccc2C)oc1C (stereo unspecified),1.4,-7,-1,1.6,-8,-0.7,-9,222,-1.9,105,4
COc1ccccc1NC(=O)COc1ccc(Br)cc1CO,1.6,-10,5,-0.7,-1,2.4,5,-1,0.8,93,-12
CCOC(=O)c1c(C)[nH]c(C)c1S(=O)(=O)N(C)CC(=O)Nc1cc(C)ccc1OC,0.9,-4,-26,-0.6,13,-1.1,-1,227,-3.4,105,6
CC(OC(=O)CCSc1ccccc1)C(=O)Nc1ccc(S(N)(=O)=O)cc1 (stereo unspecified),0.5,-1,-15,0.6,22,-1.2,-7,12,0.2,98,8
CC(C)N(C(=O)CSc1nc2ccccc2n1Cc1ccccc1)C(C)C,1.6,-2,.,0.4,6,-0.7,6,0,-0.3,83,4
Cc1ccc(S(=O)(=O)N2CCCCC2C(=O)Nc2ccc(N(C)C)cc2)cc1 (stereo unspecified),2.7,-11,-1,-1.9,-1,-2.0,-5,-4,2.3,121,10
CCCCOc1ccc(C(=O)NCC(=O)NCc2ccccn2)cc1,0.5,-2,2,-2.6,23,2.3,0,3,0.7,101,-15
CCOCCCn1c(=O)c(NC(=O)c2ccc(OCC)cc2)c2n(c1=S)CCCCC2,2.9,-2,-6,-1.5,-12,-2.8,-8,154,4.0,.,17
COC(=O)[C@@]12CCCCN1[C@H](c1ccc(-c3ccc(Cl)c(Cl)c3)c(OC)c1)[C@@H]1C(=O)N(C)C(=O)[C@@H]12,2.8,-20,0,.,0,-2.3,-55,.,.,103,11
CSc1ccccc1C(=O)NC1CCCN(c2ccc(C(F)(F)F)cn2)C1 (stereo unspecified),2.2,9,-21,-0.1,5,-0.4,-3,125,1.7,.,2
O=C(COC(=O)C1CCN(S(=O)(=O)c2ccccc2)CC1)NCCc1ccccc1,1.0,-17,-9,2.8,7,-3.9,4,3,0.8,.,16
COc1ccccc1CN(C)C(=O)c1cccc(S(=O)(=O)N2CCN(Cc3ccccc3)CC2)c1,2.2,-6,.,-0.3,23,0.6,3,-12,-2.0,105,-4
Cc1ccccc1-n1c(=O)/c(=C\c2ccco2)s/c1=C(/C#N)C(=O)Nc1ccccc1,2.5,-8,.,0.3,5,3.2,-15,-10,2.4,102,-15
Cc1cc(C)cc(NC(=O)Nc2ccccc2N2CCCCC2)c1,3.7,-3,9,-4.3,6,1.6,2,20,-3.3,114,-9
CC1CCCN(S(=O)(=O)c2ccc3c(c2)c(=O)nc2ccc(Cl)cn23)C1 (stereo unspecified),4.2,4,-44,-1.3,14,-2.3,-4,-12,0.8,89,12
O=c1c2cc(Br)ccc2nc(-c2cccc(C(F)(F)F)c2)n1O,17*,2,.,16*,4,2.5,-13,-15,16*,100,-12
CCOC(=O)c1c(NC(=O)CSC(=S)N(C)C)sc(C)c1C,0.2,8,14,-0.9,2,0.0,3,-5,0.7,98,0
O=S(=O)(/N=C(/Nc1ccccc1)C(F)(F)F)c1ccccc1,1.6,1,0,-1.2,7,-1.3,-6,14,1.4,85,9
Cn1c(=O)oc2cc(S(=O)(=O)NCc3ccco3)ccc21,1.8,-17,7,0.1,9,0.5,-11,1,0.2,105,-3
CS(=O)(=O)Nc1cccc(C2=NN(C(=O)c3ccco3)C(c3ccco3)C2)c1 (stereo unspecified),3.0,3,-3,-1.0,9,-2.0,-5,-4,5.1,105,11
O=C(Nc1cccc(Cl)c1)C1CCCCC1,1.9,10,4,-1.5,-8,-2.3,1,4,4.2,95,13
COCc1cc(=O)[nH]c(/N=C(\N)Nc2ccc(Cl)c(Cl)c2)n1,1.1,.,21,3.2,0,.,-5,-7,0.7,98,.
